Assay outcomes: PubChem, National Center for Advancing Translational Sciences (NCATS)
N370S GC mod – inhibitors or activators of N370S glucocerebrosidase for Gaucher disease. 330,000 compounds, 0.092% hits. Potency, µM (doses to about 59.4 µM), for the others: at the highest dose activity change, negative = inhibition, hits mostly inhibitors. N370S GC spleen homogenate, 4MU-glucoside fluorescence;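 note: 0% = full enzyme activity and -100% = no enzyme basal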
FEN1 inh – inhibitors of human flap endonuclease 1. Recombinant FEN1 flap cleavage, fluorescence, 15 min. Potency, µM (titrated, usually from 114 µM), inactives show top-dose activity change, negative = inhibition, most hits filed as inhibitors. 390,000 compounds, 0.35% hits; note: nearly all actives have a fitted effect of over 65% in size
Target sequence (P39748 whole entry, looked up): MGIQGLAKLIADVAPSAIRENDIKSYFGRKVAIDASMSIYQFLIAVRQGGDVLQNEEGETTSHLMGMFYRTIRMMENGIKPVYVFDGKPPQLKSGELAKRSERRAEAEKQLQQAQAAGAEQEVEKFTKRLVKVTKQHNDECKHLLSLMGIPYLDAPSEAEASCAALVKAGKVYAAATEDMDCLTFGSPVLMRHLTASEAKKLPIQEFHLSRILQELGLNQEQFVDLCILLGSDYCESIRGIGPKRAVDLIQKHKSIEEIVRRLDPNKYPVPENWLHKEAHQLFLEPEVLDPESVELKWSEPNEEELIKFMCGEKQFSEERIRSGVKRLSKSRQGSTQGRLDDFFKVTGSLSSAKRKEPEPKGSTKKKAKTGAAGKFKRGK
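Concentration–response screening of FEN1 (10 nM): 15 min compound preincubation at room temperature, reaction started with 50 nM substrate and read at 0 and 15 min. Corrected, normalized data were fitted by a four-parameter Hill equation.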
KAT2A inh – GCN5L2 (KAT2A) acetyltransferase inhibition. Q92830. GCN5L2 HAT assay, ThioGlo1 CoA-SH fluorescence. Potency, µM (titrated, usually from 58.9 µM), without a hit: at the top dose activity change, negative = inhibition, usual class: inhibitors. 390,000 compounds, 0.21% hits. AID 504327
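Compounds, pin-transferred from DMSO stocks, meet 20nM GCN5L2 for 15 min before the reaction begins with H3(1-25) peptide (75uM) and acetyl-CoA (70uM). Thiol-reactive ThioGlo1 reports CoA release over 20 min at room temperature.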
* hit, by the source's call; ? = inconclusive; nt = not tested or not shown; & = joins results of further samples. Calls come from the whole dose curve; as a rule, active = well fitted curve in the direction sought with a large enough effect; inconclusive = small, poorly fitted or top-dose-only effect, or another doubt; inactive = no such curve, though single readings can be large; an effect the other way counts as inactive or inconclusive. Unless noted, % is set by controls: 0 for no effect and ±100 for the full control effect; potency is the fitted concentration of half-maximal effect.

structure | N370S GC mod | FEN1 inh | KAT2A inh
O=C(Nc1ccccc1)N(CCCN1CCOCC1)Cc1ccccc1F | -7% | 6% | -6%
C/C(=C\C(=O)OCCCCCCCCC(=O)O)C[C@@H]1OCC(C[C@H]2O[C@H]2[C@@H](C)[C@H](C)O)[C@@H](O)[C@H]1O (stereo partly drawn) | -3% | nt | 30%
COC(=O)CSC1=C(C#N)C(c2cccc(OC)c2)CC(=O)N1 (stereo not drawn) | -6% | 12% | 0%
CC[C@]12c3[nH]c4cc(-c5ccco5)ccc4c3CCN1C(=O)[C@@H](CC(=O)NCCCOC)C[C@@H]2C(=O)N1CCN(C(=O)c2ccco2)CC1 | nt | 2% | -1%
CCOC(=O)C1=C(C)NC(=O)NC1c1cccs1 (stereo not drawn) | 7% | -14% | -2%
Cc1cc2ncc(S(=O)(=O)c3ccccc3)c(N)n2n1 | 6% | -5% | 3%
COc1ccc(C(C(=O)NCC2CCCO2)N(C(=O)CNC(=O)c2cccs2)c2ccccc2C)cc1OC (stereo not drawn) | -14% | 13% | -5%
O=C(Nc1ccccn1)c1cccc(S(=O)(=O)N2CCCCC2)c1 | 0% | -1% | 1%
CC1CN(C(=S)c2cccc([N+](=O)[O-])c2)CC(C)O1 (stereo not drawn) | 12% | 7% | 4%
O=C(CNC(=O)c1ccc(Br)o1)Nc1ccc(F)c(S(=O)(=O)N2CCOCC2)c1 | 0% | -3% | 2%
Cc1cc(S(=O)(=O)N2CCCC2)ccc1OCC(=O)Nc1ccc(C(N)=O)cc1 | nt | 18% | 2%
Cn1c(=O)[nH]c(=O)c2c1ncn2CCN1CCCCC1 | 1% | -2% | -4%
COc1ccc(C(=O)NCC(=O)N2CCN(c3ccccc3)CC2)cc1 | -14% | 6% | -1%
CCCc1nc(C)c(-c2ccc(OC)c(OC)c2)c(=O)[nH]1 | -13% | 8% | -1%
CCc1cc2c(=O)c(-c3nc4ccccc4n3C)coc2c(CN2CCCC(C)C2)c1O (stereo not drawn) | 3% | 13% | -20%
CCOC(=O)c1cccc(NC(=O)CCc2nc(-c3ccccc3F)no2)c1 | 3% | 1% | -1%
COc1ccccc1C(=O)N1CCN(Cc2c[nH]c3ccccc23)CC1 | -1% | 15% | -2%
Cc1ccc(NC(=O)CSc2nc(C)c(Cc3ccccc3)c(=O)[nH]2)cc1 | ? | -1%&-2% | -7%&-17%
O=C(Nc1cccnc1)C1CC(c2ccc(Cl)c(Cl)c2)=NO1 (stereo not drawn) | 3% | 0% | -7%
COC(=O)c1ccc(CN2C(=O)c3ccccc3S2(=O)=O)cc1 | 15% | -5% | -3%
CCOCCCNC(=O)C1CCN(S(=O)(=O)N2CCCCC2)CC1 | 25% | -3% | -5%
Cc1ccc(S(=O)(=O)N2CCC(C(=O)N3CCc4ccccc43)CC2)cc1C | 1% | -7% | -29%
c1ccc(-c2ccc(N3CCCC4(CCNCC4)C3)cc2)cc1 | 16µM* | nt | -17%
CCOC(=O)c1ccc(-c2ccc3[nH]c4ccccc4c(=O)c3c2)cc1F | 4% | -7% | 0%
CCOc1ccc(C2C(=O)N(C3CCCCC3)CC(=O)N2Cc2ccc(F)cc2)cc1OC (stereo not drawn) | nt | -6% | -3%
CCOC(=O)N1CCN(C(=O)c2ccccc2NC(=O)c2ccccc2Cl)CC1 | -3% | -1% | -3%
O=C(CNC(=O)C12CC3CC(CC(C3)C1)C2)OCc1cc(=O)n2cc(Br)ccc2n1 | 5% | 3% | -8%
CCn1nc(NC(C)=O)c2cc3cccc(C)c3nc21 | -9% | -10% | -13%
Cc1noc(C)c1NC(=O)N(C)C[C@@H]1Oc2ccc(NC(=O)Cc3cn(C)c4ccccc34)cc2CC(=O)N([C@H](C)CO)C[C@@H]1C | nt | 0% | -5%
CCc1ccc(Sc2cc(C(=O)NCCCN3CCC(C)CC3)c3ccccc3n2)cc1 | nt | 5% | -18%
COc1ccc(NC(=O)CN2CCCC(C)C2)c([N+](=O)[O-])c1 (stereo not drawn) | -10% | ? | -9%
CC(C)Sc1nnc([C@H](C)NC(=O)OC(C)(C)C)o1 | -18% | 1% | 1%
CC1CCCN(CCCNC(=O)c2ccc3c(c2)N(Cc2ccccc2F)C(=O)c2ccccc2S3(=O)=O)C1 (stereo not drawn) | -19% | -5%&-2% | 3%&-7%
Fc1ccc2[nH]c3c(N4CCN(Cc5ccc6c(c5)OCO6)CC4)ncnc3c2c1 | -28% | ? | 1%
CNC(=O)CSc1nc2nn(-c3ccccc3)c(=O)c-2c2n1CCCCC2 | 15% | 5% | 0%
S=c1[nH]c2cc(-c3ccccc3)ccc2o1 | -29% | -8% | -3%

As entered above:
Result of COc1ccc(C(C(=O)NCC2CCCO2)N(C(=O)CNC(=O)c2cccs2)c2ccccc2C)cc1OC (stereo not drawn) under FEN1 inh: 13%
Result of CCOC(=O)N1CCN(C(=O)c2ccccc2NC(=O)c2ccccc2Cl)CC1 under N370S GC mod: -3%

More structures follow:
structure | N370S GC mod | FEN1 inh | KAT2A inh
COc1ccc(OC)c(-c2nnc(SCC(=O)N3CCCc4ccccc43)o2)c1 | 8% | -11% | -5%
CCOC(=O)C1CCN(C(=O)Cn2nc(C)c3c(C)n(-c4ccccc4)nc3c2=O)CC1 | 1% | 0% | -4%
CCOC(=O)c1sc(NC(=O)CCCn2nc([N+](=O)[O-])c(Cl)c2C)c(C(=O)OCC)c1C | 0% | -5% | -2%
COc1ccc(N2CCN(C(=O)c3ccc4c(Cl)c5c(nc4c3)CCCC5)CC2)cc1 | 6% | -1%&-21% | -9%&0%
O=C1CC(Nc2cc(=O)[nH]c(=O)[nH]2)C(=O)N1c1ccccc1Cl (stereo not drawn) | -7% | 0% | -5%
Cc1ccc(N(CC(=O)Nc2ccc(Br)c(C)c2)S(=O)(=O)c2cccs2)cc1 | nt | -16% | -5%
Cc1ccc(S(=O)(=O)N2CCN(C(=O)c3ccccc3)C2C(C)C)cc1 (stereo not drawn) | -21% | -7% | 20%
CCOC(=O)c1c(NC(=O)C2C3C=CC(C3)C2C(=O)O)sc2c1CCC(CC)C2 (stereo not drawn) | 8% | -9% | -17%
O=C(c1cnccn1)N1CCC2(CC1)CN(C(c1ccccc1)c1ccccc1)C2 | 2% | nt | -5%
O=c1[nH]c(C2CCN(S(=O)(=O)c3ccccc3C(F)(F)F)CC2)nc2c1nnn2Cc1cccc(F)c1 | -22% | -1% | -37%
COC(=O)c1sc2nc(SCc3ccccc3C)n(N)c(=O)c2c1C | 5% | 3% | 2%
Cc1onc(-c2ccccc2Cl)c1C(=O)N1CCN(c2ccccc2)CC1 | 1% | 0% | -2%
Cc1ccc(OCCCN2CCOCC2)c([N+](=O)[O-])c1 | -9% | 17% | 1%
COc1ccc(CN2CCN(Cc3csc(C(C)=O)c3)CC2CCO)c(C)c1C (stereo not drawn) | 7% | -13% | 0%
CCN(CC)c1nc(Oc2ccc(C(=O)OC)cc2)nc(N2CCOCC2)n1 | 18% | 0% | -5%
Cc1ccc2oc(C(=O)N3CCN(Cc4nccn4C)CC3)c(C)c2c1 | 6% | -1% | -19%
COc1ccc(CNC(=O)C2CCC(CNS(=O)(=O)c3ccccc3)CC2)cc1 (stereo not drawn) | -25% | -3% | -2%
COc1cc(COCC(O)CN2CCOCC2)cc(OC)c1OC (stereo not drawn) | 29% | 6% | -7%
CC1(C)Cc2c(cnn2-c2ccccc2)C(NC(=O)CCc2ccc(=O)[nH]n2)C1 (stereo not drawn) | -13% | -2% | 2%
O=[N+]([O-])c1cccc2c1ccc1ncccc12 | -5% | 0% | -31%
Cc1ccc(S(=O)(=O)Nc2cccc(-c3ccc4nncn4n3)c2)cc1 | -13% | -15% | -7%
CCOC(=O)C1=C(C)NC(C)=C(C(=O)OCC)C1c1cc(N)ccc1OC(F)F | 3% | -11% | -28%
O=C(NCCCN1CCCCC1)c1ccc2c(=O)n(CCc3ccccc3)c(=O)[nH]c2c1 | 17% | 0% | -1%
COc1ccc2cc(CNc3ccc(C)cc3)c(=O)n(CC(=O)Nc3cccc(C(F)(F)F)c3)c2c1 | nt | -1% | -3%
O=C(CC(NS(=O)(=O)c1ccc(Cl)cc1)c1ccco1)NCc1ccco1 (stereo not drawn) | -16% | 0% | -11%
Cc1ccccc1N(CC(=O)NCCSCc1ccccc1)S(C)(=O)=O | 1% | -6% | 4%
CCNC(=O)CN(c1ccccc1OC)S(=O)(=O)c1cccs1 | -1% | -1% | 0%
O=C(O)C1CCCN1C(=O)OCc1ccccc1 (stereo not drawn) | 7% | -4% | 2%
COc1cc(NC(=O)CN(C)S(=O)(=O)c2ccc3c(c2)CCC(=O)N3)cc(OC)c1 | -9% | 16% | -4%
COc1ccc(N2CCN(C(=O)c3cc4c(-c5ccc(Cl)cc5)nn(C)c4s3)CC2)cc1 | 0% | -17% | 0%
O=C(Nc1ccccc1)N1CC=C(c2ccc(F)cc2)CC1 | -4% | -11% | -2%
Cc1ccc(-c2nc3cc(N)ccc3o2)cc1 | 4% | -5% | -10%
COc1cccc(C2C=C(Nc3ccccc3)C(=O)N2c2ccccc2)c1 (stereo not drawn) | 4% | -14% | -9%
CCCCCN(C(=O)CCC(=O)OCC(=O)c1c(C)cc(C)cc1C)c1c(N)n(CCCC)c(=O)[nH]c1=O | -8% | 10% | -6%
COCCc1nn2c(=O)cc(COC(=O)c3ccc4c(c3)OCO4)nc2s1 | nt | -8% | -10%
Cc1ccc(CNc2ccc(-c3nc(-c4ccco4)no3)cc2[N+](=O)[O-])cc1 | nt | -7% | -2%
CCOC(=O)Cc1csc(NC(=O)c2ccc(Br)o2)n1 | -11% | -9% | -10%
CCCCOc1ccc(-c2nnn(C(C)C(=O)OCC)n2)cc1 (stereo not drawn) | 1% | -21% | -15%
COC(=O)C1CCN(C(=O)Cn2nnc(-c3ccccc3)n2)CC1 | -4% | -10% | -6%
Cc1ccc([N+](=O)[O-])c(NC2OC(CO)C(O)C2O)c1 (stereo not drawn) | -7% | 4% | -14%
COCCn1c(C)c(C(=O)O)sc1=S | 0% | -2% | -6%
CCOC(=O)c1c(NCCN(C)C)c2ccccc2[nH]c1=O | 4% | -1% | 4%
COc1ccc(-c2ccc(N)[n+](CCCC(=O)O)n2)cc1 | -2% | 17% | -6%
O=C(CCCCCN1C(=O)c2cccc3cccc(c23)C1=O)NC1CCS(=O)(=O)C1 (stereo not drawn) | 4% | 8% | 3%
O=C(NNC(=O)c1cc2ccccc2o1)c1ccncc1 | nt | 2% | -11%
COc1ccc2c(c1)c(=O)c(C(=O)c1ccc(Cl)cc1)cn2CC(=O)Nc1ccc(F)cc1 | 6% | 0% | 0%
c1ccc(-c2c[n+]3c(n2-c2ccccc2)SCC3)cc1 | 14% | 5% | -2%
Cc1ccc(C(NC(N)=O)c2ccccc2)cc1 (stereo not drawn) | -20% | -2% | 1%
Cn1c(=O)c2c(SCC(=O)N3CCCC3)nc(CC(C)(C)C)nc2n(C)c1=O | -1% | -5% | -2%
N[C@H](CSCc1ccccc1)C(=O)Nc1ccc([N+](=O)[O-])cc1 | -6% | -15% | 2%
CCOC(=O)c1c(NC(=S)NCC2CCCO2)sc(C)c1C (stereo not drawn) | ? | 1% | -19%
CCCCC/C=N\NC(=O)Cc1ccc([N+](=O)[O-])cc1 | -1% | -8% | -10%
CCc1cc(=O)oc2cc(OCc3nn[nH]n3)ccc12 | -13% | -14% | -8%
CCOC(=O)c1ccc(N/C=C\C(=O)c2cccc(OC)c2)cc1 | -1% | -2% | 4%
COc1cccc(-c2nc3c(c(SCC(=O)Nc4cccc(C)c4C)n2)Cc2c(CO)cnc(C)c2O3)c1 | nt | 17% | -1%
Cc1cc(-n2cnnn2)cc(C)c1S(=O)(=O)NCCOc1ccccc1 | -6% | -5% | -14%
O=Cc1ccc(-c2cc(Cl)ccc2Cl)[nH]1 | 9% | -3% | -12%
CSCc1ccc(C(=O)NC2CC(C)(C)Cc3c2cnn3-c2ccc(F)cc2)o1 (stereo not drawn) | 4% | -8% | -6%

Exported with two lines to a compound: 7 of the compounds above
Value order – N370S GC mod | FEN1 inh | KAT2A inh
- Cn1c(=O)c2c(SCC(=O)N3CCCC3)nc(CC(C)(C)C)nc2n(C)c1=O
→ -1% | -5% | -2%
- N[C@H](CSCc1ccccc1)C(=O)Nc1ccc([N+](=O)[O-])cc1
→ -6% | -15% | 2%
- CCOC(=O)c1c(NC(=S)NCC2CCCO2)sc(C)c1C (stereo not drawn)
→ ? | 1% | -19%
- CCCCC/C=N\NC(=O)Cc1ccc([N+](=O)[O-])cc1
→ -1% | -8% | -10%
- CCc1cc(=O)oc2cc(OCc3nn[nH]n3)ccc12
→ -13% | -14% | -8%
- CCOC(=O)c1ccc(N/C=C\C(=O)c2cccc(OC)c2)cc1
→ -1% | -2% | 4%
- COc1cccc(-c2nc3c(c(SCC(=O)Nc4cccc(C)c4C)n2)Cc2c(CO)cnc(C)c2O3)c1
→ nt | 17% | -1%

Not all compounds are listed; rates above refer to the full screens.
